# Screening data from PubChem BioAssay.
# zfTRPN1 agonist – agonists of zebrafish TRPN1 channel. HEK293 zebrafish TRPN1-YFP, Fluo-8 calcium fluorescence; 100% = response to 87 µM carbachol. activation, % at 3 µM. 220,000 compounds, 0.18% hits;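 active = activation above its plate's cutoff, the mean activation of test wells on that plate plus 3 SD, cut at about 19% in these data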;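 note: 0% = DMSO alone and 100% = 87 µM carbachol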
#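 Material – zebrafish TRPN1-YFP in HEK293 cells · Doses – 3 µM single point · Schedule – dye 1 h 37 °C plus 30 min RT · Signal – Fluo-8 calcium fluorescence, excitation 470-495 nm, emission 515-575 nm · Read-out – % activation versus carbachol response · Control set – carbachol high, DMSO low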
# S1P4 antagonist – human S1P4 receptor antagonism; inhibition, % at 4.98 µM; O95977; 220,000 compounds, 0.26% hits; S1P4-expressing cells, antagonist mode, reporter read-out; in the data active = inhibition above about 29%;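 note: 0% = wells stimulated with agonist and 100% = vehicle wells without agonist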
# EP2 mod – EP2 receptor (human) modulation | induction, % at 25 µM | P43116 | EP2-expressing cells, cAMP HTRF FRET, PGE2 co-stimulation | 260,000 compounds, 0.83% hits;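 active = compounds whose cAMP rise, as percent of the full-agonist control response, exceeds 60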;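 note: rat C6 glioma line stably carrying human EP2 under a CMV promoter; the protocol text gives 20 µM as final concentration; 100% = response of wells given 1 µM PGE2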
# NPY-Y1 antag – NPY-Y1 (human) receptor antagonism. HEK293-CNG Y1 cells, membrane potential fluorescence; NPY at EC95, then isoproterenol. inhibition, % at 3.6 µM. P25929. 200,000 compounds, 1% hits;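 active = inhibition above the campaign mean inhibition of all tested compounds plus 3 SD, cut at about 20% in these data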;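 note: 0% = DMSO wells given NPY plus isoproterenol and 100% = isoproterenol alone without NPY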
# Target sequence (P25929 whole entry, looked up): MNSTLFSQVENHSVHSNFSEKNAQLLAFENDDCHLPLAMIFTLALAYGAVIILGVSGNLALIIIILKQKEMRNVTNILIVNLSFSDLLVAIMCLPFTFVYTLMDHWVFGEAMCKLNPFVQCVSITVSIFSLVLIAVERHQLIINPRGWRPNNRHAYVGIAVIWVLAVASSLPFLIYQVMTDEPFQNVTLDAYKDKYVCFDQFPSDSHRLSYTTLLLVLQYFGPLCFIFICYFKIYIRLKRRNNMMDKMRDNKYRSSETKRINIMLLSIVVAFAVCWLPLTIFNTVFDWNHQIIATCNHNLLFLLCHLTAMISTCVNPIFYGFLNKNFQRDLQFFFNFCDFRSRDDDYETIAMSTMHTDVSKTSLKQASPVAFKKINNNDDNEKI
#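 Material: HEK293 cells with Y1 receptor plus CNG channel; times: compound incubation 1 h at room temperature, readout 45 min post-stimulation; signal: fluorescence, membrane potential probe; read-out basis: fluorescence ratio normalized to % inhibition between controls; benchmarks: full-block control isoproterenol-only wells, zero-block control NPY plus isoproterenol wells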
# TRPML3 agonist – activates the human TRPML3 channel; Q8TDD5; activation, % at 3 µM; HEK293 TRPML3-YFP, Fluo-8 calcium fluorescence; 100% = the carbachol control signal; 220,000 compounds, 0.29% hits; AID 1448;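 active = activation above its plate's cutoff, the mean activation of the plate's test wells plus 3 SD, cut at about 12% in these data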;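 note: 0% = DMSO only wells and 100% = carbachol wells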
#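 Test system – HEK293 line with stable expression of human TRPML3-YFP channel · Control set – carbachol 87 µM final as high control (100%), DMSO as low control (0%) · Signal – Fluo-8 calcium dye fluorescence, ex 470-495, em 515-575 nm · Incubation – 1-h 37 °C dye load, 5-s basal, 120-s post-compound reads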
# CHOP inh – inhibitors of CHOP induction in ER stress response. CHO-K1 CHOP-promoter luciferase, tunicamycin-induced, 15-18 h. 220,000 compounds, 3.8% hits. inhibition, % at 10 µM. AID 2732;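 active = compounds that reduced the stress-induced luciferase reporter signal by more than about 70% of percent inhibition, limit read from the data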;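 note: 0% = tunicamycin plus vehicle and 100% = wells without tunicamycin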
# S1P4 agonist – activates the human S1P4 receptor. O95977. S1P4-expressing cell line, agonist reporter assay. activation, % at 4.98 µM. 220,000 compounds, 0.35% hits; in the data active = activation above about 11%;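 note: 0% = DMSO vehicle and 100% = reference agonist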
# NPY1 pot ag – potentiators or agonists of human neuropeptide Y receptor Y1 | 220,000 compounds, 0.37% hits | NPY-Y1 expressing cells, potentiator/agonist activation | P25929 | activation, % at 3.6 µM; in the data active = activation above about 33%, passing the limit was not always enough;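 note: cells stimulated with NPY at EC10 then isoproterenol at EC100; 0% = low agonist plus stimulus and 100% = saturating agonist plus stimulus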
# NPY2 pot ag – potentiators or agonists of human neuropeptide Y receptor Y2. activation, % at 3.6 µM. AID 1359. 220,000 compounds, 0.45% hits. cells expressing NPY-Y2, potentiator/agonist read-out. P49146; in the data active = activation above about 27%;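 note: cells stimulated with NPY near EC25 plus isoproterenol at EC100; 0% = vehicle plus submaximal agonist and 100% = vehicle plus saturating agonist; some results beyond the cut were filed as inactive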
# Target sequence (P49146 whole entry, looked up): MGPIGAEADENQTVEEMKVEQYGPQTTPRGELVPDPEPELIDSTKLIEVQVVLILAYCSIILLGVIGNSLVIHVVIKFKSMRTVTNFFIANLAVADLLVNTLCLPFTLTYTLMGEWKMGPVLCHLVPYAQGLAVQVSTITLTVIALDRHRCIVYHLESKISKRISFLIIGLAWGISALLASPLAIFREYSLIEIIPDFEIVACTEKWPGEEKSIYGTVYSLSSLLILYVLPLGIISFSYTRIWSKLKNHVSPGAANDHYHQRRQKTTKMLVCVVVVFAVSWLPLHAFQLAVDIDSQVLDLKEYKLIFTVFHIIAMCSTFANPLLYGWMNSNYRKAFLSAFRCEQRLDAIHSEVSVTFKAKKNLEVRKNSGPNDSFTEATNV
# Active calls of the source: *; . = not tested or not shown; & = joins results of further samples.
SMILES,zfTRPN1 agonist,S1P4 antagonist,EP2 mod,NPY-Y1 antag,TRPML3 agonist,CHOP inh,S1P4 agonist,NPY1 pot ag,NPY2 pot ag
Cc1nn(C)cc1/C=C1\SC(=S)NC1=O,2.0,-12,31,0,0.4,-5,-0.8,-9,-16
CC(C)(O)c1cn(-c2nonc2N)nn1,0.2,-11,19,-4,0.8,17,-0.7,5,-12
COC(=O)c1sccc1NC(=O)c1ccc2c(c1)OCO2,0.5,-7,17,2,1.0,23,1.0,3,-12
COc1cccc(C2c3[nH]c4ccccc4c3CCN2Cc2ncc[nH]2)c1 (configuration not stated),-0.1,6,-27,2,0.3,-9,0.5,-3,6
COc1ccccc1N(Cc1ccccc1)S(=O)(=O)c1cc(C(=O)O)ccc1Cl,1.1,7,40,1,1.2,1,-0.8,-5,-7
Cc1cc2c(cc1C)-c1c(ssc1=Nc1ccc(S(N)(=O)=O)cc1)C(C)(C)N2,0.3,-11,53,0,0.3,57,1.2,9,5
COc1ccc(OC(=O)c2c(C)nn(-c3ccccc3)c2C)cc1,-1.0,-32,-10,.,-0.2,3,-0.1,0,-17
COc1ccc(/C=N/NC(=O)c2cc(-c3ccc(C)cc3C)nc3ccccc23)cc1COC(C)=O,2.7,9,14,0,0.4,26,-0.6,5,-7
Cc1occc1-c1nnc(SCC(=O)Nc2ccccc2)n1Cc1ccccc1,-0.7,2,13,6,-0.7,14,-2.2,0,0
O=C(/C=C/C(=O)N1CCc2ccccc2C1)N1CCc2ccccc2C1,1.5,-15,-3,.,0.4,-15,-0.3,-10,-23
Cc1cc(C(=O)NCC(=O)OCC(=O)N(C2CCCCC2)C2CCCCC2)ccc1[N+](=O)[O-],-1.3,-2,63*,-1,0.7,62,0.6,9,9
O=C(NCc1ccco1)c1ccc(F)c(S(=O)(=O)N2CCCCC2)c1,1.4,21,-32,1,0.7,11,1.6,6,-7
COc1ccc(Cn2c(-c3ccco3)nc3c(c(=O)c4ccccc4n3C)c2=O)cc1,0.2,1,-17,.,-0.1,5,-1.2,-34,-45
CCOc1ccc(N2C(=O)CC(Sc3nc(C)cc(C)c3C#N)C2=O)cc1 (configuration not stated),2.4,-4,-34,-7,0.8,19,0.7,-31,-21
CCOc1ccc(N2CC(C(=O)Nc3cccc(C)c3C)CC2=O)cc1 (configuration not stated),-1.4,-5,0,2,1.1,2,0.9,-37,22
CCN(CC)S(=O)(=O)c1ccc(C(=O)/C=C/c2ccc(-c3ccc([N+](=O)[O-])cc3)o2)cc1,-0.3,15,-16,.,0.7,-14,0.3,7,6
CCNc1nc(OC)nc(N2CCC(Cc3ccccc3)CC2)n1,0.9,-11,3,-3,1.0,61,0.7,-8,-1
COC(=O)c1ccccc1NC(=O)N[C@@H](C)C(=O)OC,1.1,-2,27,-2,-0.1,-28,1.8,-16,3
CCc1cc(C(=O)c2ccc(C)cc2)c(NC(=O)CCl)s1,-1.4,-13,17,1,0.2,40,-1.6,42*,35*
CCOc1ccc(/C=C2/SC(=O)NC2=S)cc1,34*,-11,-56,-3,14*,33,1.4,22,9
CCc1nc(N2CCCCC2C)c2oc3ccccc3c2n1 (configuration not stated),0.1,-14,48,10,-0.4,-12,1.0,-27,0
CCC1=NN(C(=O)CCc2ccccc2O)C(O)(C(F)(F)F)C1 (configuration not stated),0.5,-11,0,0,1.4,6,0.1,6,5
CCCCCCc1cc2cc(C(=O)NC)c(=N)oc2cc1O,2.9,-14,.,-1,1.7,.,7.8,6,5
Cc1nc(CS(=O)c2ccc(Cl)cc2)cc(NCc2ccc(Cl)cc2Cl)n1 (configuration not stated),-1.4,-4,-42,3,0.2,54,-1.0,-11,-3
Cc1ccc(CNC(=O)N2CCN(C)CC2)cc1,1.5,-9,14,7,0.2,3,1.2,1,7
CCOc1ccccc1NC(=O)Cc1coc2ccc(C)cc12,-3.0,3,27,6,-0.2,25,0.9,-13,-11
COc1ccc(OCc2nnc(SCC(N)=O)n2N)cc1,0.1,-28,10&33,2,0.6,15,0.4,3,-3
O=C(Cc1ccc(Cl)cc1)N/N=C/c1ccccc1,-1.3,-5,-34,-2,0.0,26,-0.5,10,-3
O=C(NCC(=O)N(c1cccnc1)C(C(=O)NC1CCCC1)c1ccccc1)c1ccco1 (configuration not stated),-1.1,5,28,0,-0.1,7,0.9,14,1
O=C(O)c1ccc(NS(=O)(=O)c2ccc3c(c2)C2C=CCC2C(c2ccccc2F)N3)cc1 (configuration not stated),0.7,-11,28,-1,-0.2,7,3.4,7,7
CSCC[C@H](NC(=O)OC(C)(C)C)c1nnc(SCc2ccc(F)cc2)o1,0.9,12,7,2,-1.4,40,0.2,29,4
Cc1ccc(S(=O)(=O)N(CC(=O)N2CCN(c3ccccc3F)CC2)C2CCCCC2)cc1,-0.1,0,45,0,2.9,69,0.5,6,2
O=[N+]([O-])c1c(-c2cn[nH]c2)n[nH]c1-c1cn[nH]c1,0.5,-11,4&33,.,0.5,-4,-0.6,6,1
COCc1nc2sc(C)c(C)c2c(=O)[nH]1,0.4,-6,-6,-4,-0.2,-4,2.6,-14,-14
O=C(c1ccccc1F)N1CCN=C1c1ccccc1,1.1,-5,20,4,0.7,36,-1.1,9,-2
Cc1oc(-c2ccccc2)cc1C(=O)Nc1ccc(N(C)C)cc1,-2.1,6,-35,2,-1.2,-6,0.4,-19,-13
COc1cc2oc3ccccc3c2cc1N(CC(=O)N(C)C)S(=O)(=O)c1ccccc1,-1.5,1,32,6,2.5,28,-1.0,14,-7
CCOC(=O)c1sc(NC(=O)Cn2nnc3sc4c(c3c2=O)CCC(C(C)(C)C)C4)nc1C (configuration not stated),0.0,-17,17,6,0.8,44,1.3,4,1
Cc1cccc(-n2nnnc2SCC(=O)Nc2cccc(S(N)(=O)=O)c2)c1,-0.2,-8,-11,.,0.8,19,0.0,25,4
Cc1ccc(C(=O)NCCN2C3=NC[C@@H](Cc4ccccc4)N3C[C@H]2Cc2ccc(O)cc2)cc1Br,-2.7,7,-32,1,-0.2,18,2.0,-5,-9
O=C(O)c1cc(=O)cc(C(=O)O)[nH]1,-2.8,-13,9&27,7,0.3,13&-18,0.2,-2,5
COc1cc(NC(=O)c2ccc([N+](=O)[O-])o2)ccc1NC(=O)c1cccs1,1.1,17,-85,3,0.5,-153,-1.3,-1,3
CCO[C@H]1OC(C(=O)O)=C[C@@H](C2CC2)[C@@H]1CCCO,0.5,6,8,1,0.8,33,0.1,19,10
Cc1ccccc1C(=O)NC1CC2CCC(C1)N2Cc1ccccc1 (configuration not stated),0.5,-5,-16,1,0.4,1,2.1,27,5
Nc1cc(F)ccc1N1CCCCCC1,-0.4,2,22,5,0.4,20,-1.3,-10,-8
CN(C)c1ccc(C2N(c3ccc(Cl)cc3)C(=O)C3CCCN32)cc1 (configuration not stated),-0.4,-15,13,-2,0.6,-5,-2.1,-2,-1
N#Cc1c(-c2ccc3c(c2)OCO3)csc1N,0.7,9,-44,-5,-0.6,22,0.4,17,23
O=C(COC(=O)Cn1cnc2ccccc2c1=O)Nc1ccccc1Sc1ccc(Cl)cc1,-1.0,-11,-2,-3,-0.2,69,-0.5,22,10
CS(=O)(=O)N1CCC(Oc2ccccc2C(=O)NCCCc2cccnc2)CC1,1.0,-33,1,4,0.9,-3,0.1,2,-2
Cc1ccc(C)c(N2CCN(C(=O)COc3cc(=O)n(C)c4ccccc34)CC2)c1,3.5,-20,-22,6,0.4,52,1.6,-26,2
# Next section
SMILES,zfTRPN1 agonist,S1P4 antagonist,EP2 mod,NPY-Y1 antag,TRPML3 agonist,CHOP inh,S1P4 agonist,NPY1 pot ag,NPY2 pot ag
CCOc1ccc(Cc2noc3c2C(=O)CCC3)cc1OCC,1.5,-9,-10,3,-0.1,5,0.8,-6,-10
O=C(Cn1cnc2sc(-c3ccccc3)cc2c1=O)NCc1ccccc1,-0.5,-9,-32,6,0.3,58,0.2,-56,4
COc1cccc(CNC(=O)C2CCN(S(=O)(=O)N3CCC4(CC3)OCCO4)CC2)c1,1.6,15,26,-1,1.0,29,3.3,16,8
Cc1ccccc1-n1c(O)c(/C=N/N2CCCCC2c2cccnc2)c(=O)[nH]c1=O (configuration not stated),2.3,0,-9,11,0.9,3,-2.3,-2,-4
COc1ccc(C)cc1NC(=O)C1CC(=O)N(CCc2ccccc2)C1 (configuration not stated),1.2,-13,-3,7,0.8,-2,0.8,4,-3
COC(=O)/C=C1/S/C(=N/N=C/c2ccco2)NC1=O,0.8,0,-3,.,-0.1,10,0.4,18,10
O=C1Nc2ccccc2N2CCCC12 (configuration not stated),1.7,-18,-5,-2,-0.7,4,2.8,-11,-6
Cc1cc(F)ccc1NCC(=O)Nc1ccccc1Br,-0.1,-2,8,-1,0.1,-31,-0.4,-20,2
C[N+](C)(C)CCNC(=O)c1c(O)c2c([nH]c1=O)CCCC2,-0.3,1,4,5,1.1,3,-1.9,-7,-13
CC1=C(C(=O)Nc2ccccc2C)C(c2cccnc2)n2nc(CCCO)nc2N1 (configuration not stated),0.1,-9,3,-2,0.4,6,1.0,-31,3

# Single entries from the entries so far.
# Cc1ccccc1-n1c(O)c(/C=N/N2CCCCC2c2cccnc2)c(=O)[nH]c1=O (configuration not stated) | TRPML3 agonist: 0.9
# COc1cccc(CNC(=O)C2CCN(S(=O)(=O)N3CCC4(CC3)OCCO4)CC2)c1 | NPY1 pot ag: 16
# CCOc1ccc(Cc2noc3c2C(=O)CCC3)cc1OCC | EP2 mod: -10

# (further entries)
SMILES,zfTRPN1 agonist,S1P4 antagonist,EP2 mod,NPY-Y1 antag,TRPML3 agonist,CHOP inh,S1P4 agonist,NPY1 pot ag,NPY2 pot ag
O=C(COC(=O)CSc1ccc2ccccc2c1)NCc1ccc2c(c1)OCO2,-1.3,1,38,4,0.0,1,1.1,-19,-14
O=C(CSCc1ccccc1)Nc1cccc(C(=O)Nc2ccccc2C(=O)O)c1,-0.4,-10,-36,-4,0.2,-16,1.5,-4,1
CO/N=C(\C(=O)O)c1csc(NN=C(C)C)n1,1.8,6,-5,-1,-0.3,-10,-0.7,8,-5
CC(=O)C1=C(O)C(=O)N(c2nccs2)C1c1ccccc1 (configuration not stated),0.2,-10,3,-6,0.9,25,-1.6,-1,-7
O=C(NC1CCCCC1)c1ccccc1NC(=S)NC(=O)C1CCC1,0.3,-3,19,0,0.1,3,2.4,-17,0
CCc1c(C)nc(SCC(=O)Nc2nc(-c3ccc(OC)cc3)cs2)[nH]c1=O,-0.3,-12,-15,0,0.1,-8,0.1,5,-4
CC(C)CC(=O)n1sc(NC(=O)c2ccccc2)nc1=O,3.2,-17,-4,1,0.3,34,0.2,8,-1
O=C(NCCN1CCCCC1)c1cc2ccccc2[nH]1,0.6,-11,-9,-2,0.7,2,-0.8,-7,-6
Cc1ccccc1N1CCN(C2=NC(=O)/C(=C\c3cccs3)S2)CC1,-0.8,-2,51,-2,-0.8,20,0.6,-18,0
